High-throughput results deposited in PubChem BioAssay by National Center for Advancing Translational Sciences (NCATS).
KCNH2 WT inh: qHTS for Inhibitors of KCHN2 3.1: Wildtype qHTS | U2OS, BacMam KCNH2, thallium flux FluxOr; hits give low values | activity change, % at 1.84 µM | 340,000 tested, 0.37% active | AID 720551, 2013;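 active means maximum activity change below -70%; inconclusive means maximum activity change between -70% and -50%; inactive means maximum activity change above -50%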; further: on the % scale 0 is the no-effect control and ±100 the full control effect
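U2OS cells transduced with wild-type KCNH2 virus are loaded with FluxOr dye for 45 min, and thallium flux is measured in kinetic reads before and after stimulation buffer. Rate constants are normalized to DMSO controls.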
TRPV1 agonist: HTS Assay for Compounds that Act as Agonists of the Vanilloid Receptor 1; TRPV1-expressing cells, Fluo-8 calcium influx, agonist mode; activation, % at 8.33 µM; 320,000 tested, 0.19% active; in the data active means activation above about 80%; inconclusive means between about 30% and that limit; further: 0% is about no effect
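TRPV1-expressing cells were cultured overnight at 35.5C and loaded with Fluo-8 calcium dye for 40 to 90 min at room temperature. After a 10 s baseline, compound was added and calcium influx was read kinetically for 3 min (ex 480/em 520 nm).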
Menin MLL FP TR: qHTS Assay for Inhibitors Targeting the Menin-MLL Interaction in MLL Related Leukemias: Competition With Texas Red Labeled MLL-derived Mutant Peptide; O00255; Menin + Texas Red MLL mutant peptide, fluorescence polarization; Potency, µM (highest dose often 61.6 µM), for the others: at the top dose FP activity change, negative = inhibition, hits mostly inhibitors; 270,000 tested, 0.23% active; AID 1768, 2009; active means well fitted inhibition curve with a large enough effect in the polarisation, with a control signal flat, not every such curve was filed as active; inconclusive means small, poorly fitted or top-dose-only effect, or effect the other way, or a change in a side signal; inactive means no such curve, though single readings can be large or run the other way; the % refers to the polarisation; further: potency means the concentration at half of the fitted maximal effect; % of control where 0% means no effect; many of its hits are not listed in these tables
KCNH2 3.1 block: qHTS for Inhibitors of KCHN2 3.1: Mutant qHTS | activity change, % (tested at about 1.8 µM) | 340,000 tested, 0.95% active | U2OS KCNH2 3.1, thallium flux FluxOr; hits give low values | Potassium voltage-gated channel subfamily H member 2, brain isoform KCNH2 3.1 (human);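 active means maximum activity change below -70%; inconclusive means maximum activity change from -70% to -50%; inactive means maximum activity change above -50%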;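 further: thallium influx rate constant from kinetic fluorescence after stimulation buffer; on the % scale 0 is the no-effect control and ±100 the full control effect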
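FluxOr-based Tl+ influx in U2OS cells transduced with KCNH2 3.1 virus; rate constants normalized to DMSO controls.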
B2AR arrestin: qHTS assay of beta-arrestin-biased ligands of beta2-adrenergic receptor; Beta-2 adrenergic receptor (Homo sapiens), P07550; beta-arrestin recruitment to beta2AR, cell-based reporter; Potency, µM (titrated, usually from 46.1 µM), without a hit: at the highest dose activation, hits mostly activators; 330,000 tested, 0.02% active; AID 492947, 2010;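 further: potency means the concentration at half of the fitted maximal effect; 0% = DMSO controls and full agonism = EC100 isoproterenol or metaproterenol; nearly all actives have a fitted effect of over 65% in size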
PKM2 activator: qHTS Assay for Activators of Human Muscle isoform 2 Pyruvate Kinase; 260,000 tested, 0.34% active; Pyruvate kinase PKM (Homo sapiens), P14618; purified PKM2, Kinase-Glo ATP luminescence, activation; response scale: 0% is enzyme alone, no compound; Potency, µM (doses to about 57.5 µM), without a hit: at the top dose activation, most hits filed as activators; further: potency means the concentration at half of the fitted maximal effect; on the % scale 0 is the no-effect control and ±100 the full control effect; nearly all actives have a fitted effect of over 55% in size
Target sequence (P14618 whole entry, looked up, canonical isoform): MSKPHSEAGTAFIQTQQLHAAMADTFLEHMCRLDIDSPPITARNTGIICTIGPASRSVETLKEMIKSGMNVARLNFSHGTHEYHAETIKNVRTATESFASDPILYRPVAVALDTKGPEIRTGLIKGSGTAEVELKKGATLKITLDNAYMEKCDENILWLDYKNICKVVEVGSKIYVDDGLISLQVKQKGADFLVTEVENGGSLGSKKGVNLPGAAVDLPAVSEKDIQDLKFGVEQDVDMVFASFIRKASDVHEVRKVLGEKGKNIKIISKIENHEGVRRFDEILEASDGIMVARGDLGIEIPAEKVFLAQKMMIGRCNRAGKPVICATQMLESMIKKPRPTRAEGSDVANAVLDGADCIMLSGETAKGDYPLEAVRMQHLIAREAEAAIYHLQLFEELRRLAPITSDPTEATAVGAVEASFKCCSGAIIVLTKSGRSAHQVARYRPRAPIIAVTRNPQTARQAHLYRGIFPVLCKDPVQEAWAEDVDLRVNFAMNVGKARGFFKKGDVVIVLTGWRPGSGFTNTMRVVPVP
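Kinase-Glo luminescence reports ATP generated from ADP (0.1 mM) and PEP (0.5 mM) by purified hPK-M2 after 1 h at room temperature, pH 7.2 imidazole buffer; intermediate enzyme activity allows detecting inhibitors and activators.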
Coupling enz: qHTS Assay for Inhibitors of Fructose-1,6-bisphosphate Aldolase from Giardia Lamblia: Coupling assay counterscreen | coupling enzyme system counterscreen, AmpLite Red fluorescence | activity change, negative = inhibition, % at 58.2 µM, hits read low | 290,000 tested, 0.67% active | AID 2472, 2010; in the data active means activity change below about -30%; further: on the % scale 0 is the no-effect control and ±100 the full control effect
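Activity here indicates interference with the coupling reaction, not aldolase inhibition. Compounds at 57.5 uM final met coupling enzymes for 10 min at RT; substrate and AmpLite Red detection followed, with a 525/598 nm fluorescence read after 20 min.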
Giardia killer: Small Molecules that selectively kill Giardia lamblia: qHTS; Giardia lamblia trophozoite viability; activity change, % at 7.66 µM, hits read low; 340,000 tested, 0.15% active; AID 540267, 2011; in the data active means activity change below about -80%; inconclusive means between about -30% and that limit;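 further: parasites exposed to compound for two days anaerobically before the ATP read; on the % scale 0 is the no-effect control and ±100 the full control effect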
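Media and compound were dispensed first, then trophozoites at 100 cells/well; plates sat 48 hrs at 37 deg C without oxygen before ATP luminescence reagent was added and read after 15-30 min at room temperature.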
GALK inh: qHTS Assay for Inhibitors of Human Galactokinase (GALK) | Purified GALK, Kinase-Glo residual ATP luminescence | Potency, µM (highest dose often 57.5 µM), inactives show top-dose activity change, negative = inhibition, most hits filed as inhibitors | 270,000 tested, 0.007% active | AID 1868, 2009; further: potency means the concentration at half of the fitted maximal effect; on the % scale 0 is the no-effect control and ±100 the full control effect
Target sequence (P51570 whole entry, looked up): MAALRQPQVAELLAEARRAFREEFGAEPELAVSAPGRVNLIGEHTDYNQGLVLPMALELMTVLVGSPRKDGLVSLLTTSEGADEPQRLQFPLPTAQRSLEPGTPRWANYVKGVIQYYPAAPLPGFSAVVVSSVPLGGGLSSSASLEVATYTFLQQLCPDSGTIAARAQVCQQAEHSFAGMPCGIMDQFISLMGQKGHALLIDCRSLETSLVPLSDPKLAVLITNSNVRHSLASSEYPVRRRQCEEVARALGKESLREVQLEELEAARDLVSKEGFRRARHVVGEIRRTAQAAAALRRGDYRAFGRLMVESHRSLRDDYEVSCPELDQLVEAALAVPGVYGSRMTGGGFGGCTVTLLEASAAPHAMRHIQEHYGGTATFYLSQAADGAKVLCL
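GALK at 5 nM final was combined with compound, 35 uM ATP and 100 uM galactose in HEPES pH8.0 with MgCl2 and DTT. The reaction ran one hour at room temperature before luminescent ATP detection.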
CXXC DNA block: qHTS Fluorescence Polarization Assay for Inhibitors of MLL CXXC domain - DNA interaction | 290,000 tested, 0.037% active | MLL-CXXC / FITC-HOXA9 DNA fluorescence polarization | Histone-lysine N-methyltransferase 2A (Homo sapiens), Q03164 | Potency, µM (top dose mostly 115 µM), inactives show at the top dose activity change, negative = inhibition, actives largely listed as inhibitors; active means well fitted inhibition curve with a large enough effect in the polarisation, with a control signal flat, not every such curve was filed as active; inconclusive means small, poorly fitted or top-dose-only effect, or effect the other way, or a change in a side signal; inactive means no such curve, though single readings can be large or run the other way; the % refers to the polarisation; further: potency means the concentration at half of the fitted maximal effect
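Purified MLL-CXXC (added from a 7 uM solution) was preincubated 5 min at ambient with pinned compounds in 50 mM Tris-HCl pH 7.5, 50 mM NaCl, 1 mM DTT, 0.05% BSA. Fluorescein-labeled HOX-A9 DNA (50 nM solution) followed, 30 min, then polarization read.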
USP2a block: qHTS Assay for Inhibitors of Ubiquitin-specific Protease USP2a Using CHOP2 as the Reporter; USP2 core, Ub-CHOP2 coupled fluorogenic reporter, 485/531; Potency, µM (doses to about 38.3 µM), inactives show at the top dose activity change, negative = inhibition, most hits filed as inhibitors; 330,000 tested, 0.01% active; AID 463254, 2010;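 further: potency means the concentration at half of the fitted maximal effect; plate controls were DMSO wells for no effect and full inhibition by NEM control for full effect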
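Deubiquitinase activity read as fluorescence (485/531 nm) after Ub-CHOP2 cleavage activates the enterokinase reporter on its substrate; USP2 core 10nM, Ub-CHOP2 and substrate 25nM each, 30min compound preincubation then 60min RT; data normalized to NEM, curves fitted.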
* marks the source's active call; other numbers are inactive results; ? = inconclusive; . = not tested or not shown; [ ] = another dose, or the depositor's remark. Unless noted, the call rests on the fitted dose curve; in most records, active means well fitted curve in the direction sought with a large enough effect; inconclusive means small, poorly fitted or top-dose-only effect, or another doubt; inactive means no such curve, though single readings can be large; an effect the other way counts as inactive or inconclusive.

SMILES | KCNH2 WT inh | TRPV1 agonist | Menin MLL FP TR | KCNH2 3.1 block | B2AR arrestin | PKM2 activator | Coupling enz | Giardia killer | GALK inh | CXXC DNA block | USP2a block
COc1ccc(CN2C(=O)c3cccnc3C2=O)cc1S(=O)(=O)NC1CCCCC1C (stereo not given) | -2 | 4 | -1% | -7 | 0.0% | -2% | -2 | 12 | -1% | 50%[activator] | 1%
O=C(NCCCN1CCOCC1)c1ccc(Cl)c(S(=O)(=O)N2CCCCCC2)c1 | -11 | 5 | -1% | -12 | -0.1% | -2% | 3 | 5 | 0% | 7% | 2%
COCCNc1nc(N)c([N+](=O)[O-])c(NC2CCCCC2)n1 | -35 | 0 | 27% | 16 | -1.1% | . | 4 | -14 | -2% | 2% | 3%
COc1ccc(NC(=O)CSc2nc3[nH]c(=O)cc(O)c3s2)c(OC)c1 | -1 | 1 | . | 8 | 5.2% | . | . | 6 | . | . | -1%
Cc1ccc(OCC(=O)N(Cc2ccc(N(C)C)cc2)C2CCS(=O)(=O)C2)cc1C (stereo not given) | 2 | 4 | . | -3 | 0.2% | -5% | 1 | 3 | 7% | -7% | -2%
Cc1ccc2oc(=O)c3cnn(CC(=O)NCCC(C)C)c3c2c1 | 2 | 13 | -17% | -4 | 0.0% | 9% | 1 | -1 | 2% | -2% | 0%
CC(=O)Nc1ccc(NC(=O)C(C)NC(C)c2cccc3ccccc23)cc1 (stereo not given) | 2 | 2 | -3% | -3 | -0.5% | 1% | -2 | -18 | -3% | 5% | -1%
C/C(=N/NS(C)(=O)=O)c1ccc2ccccc2c1 | 0 | 0 | -1% | -29 | 0.3% | 0% | 1 | 4 | 0% | 0% | 0%
CCc1sc(C(=O)Nc2cc(S(=O)(=O)N3CCOCC3)ccc2OC)cc1C | 9 | 11 | . | -7 | 0.4% | . | . | 2 | . | . | -4%
Cc1cnc(C(=O)OCC(=O)N2CCc3ccccc32)cn1 | . | 0 | -2% | 1 | 0.1% | . | 2 | -12 | 0% | 4% | 0%
COc1ccc(OCCNC(=O)c2ccc(C)cc2)cc1 | 0 | ? | -16% | 12 | 0.0% | . | 0 | -3 | -1% | 11% | 0%
COc1cc(/C=C(\C#N)C(=O)Nc2cccc(C(=O)O)c2)ccc1OCc1ccc(Cl)cc1 | -92* | 3 | 45%[activator] | -12 | -1.1% | . | 4 | -4 | 5% | 18% | -3%
Cc1cc(=O)n(CCCc2ccccc2)[nH]1 | -3 | ? | . | -5 | 0.1% | . | . | -29 | . | . | 0%
CCN(CC(=O)Nc1cc(Cl)ccc1C)C(=O)Cc1ccsc1 | 14 | 0 | . | 16 | 0.1% | . | . | -1 | . | . | -6%
Cc1cccc(NC(=O)NC2(C(=O)NCc3ccco3)CCCCC2)c1 | 1 | 0 | . | 25 | -0.8% | . | 1 | -12 | 1% | 19% | 3%
O=C(CNC(=S)N(Cc1ccccc1)Cc1cccs1)NCc1ccc(F)cc1 | -3 | 20 | 5% | -31 | 0.2% | 1% | 2 | -4 | 1% | -4% | -2%
O=C(NC1CC1)c1c(O)c2ccccc2[nH]c1=O | -3 | 0 | 258%[activator] | 2 | -0.2% | . | -1 | 4 | . | 4% | -3%
CCC(C(=O)NC1CCN(C)CC1)c1ccccc1 (stereo not given) | 4 | 0 | 12% | -4 | -0.9% | 1% | 0 | 3 | 4% | 0% | -2%
CCNS(=O)(=O)c1ccc(NC(=O)Cn2cc([N+](=O)[O-])cn2)cc1 | -1 | -2 | 11% | 3 | 0.4% | -26% | 0 | 14 | 11% | 8% | 4%
Cc1c(Cl)cccc1NC(=O)[C@@H](NC(=O)c1ccccc1Cl)C(C)C | 4 | -1 | -13% | 13 | -0.3% | 0% | 1 | 1 | 2% | 4% | 4%
O=C(CC1OCC2CCCN2C1=O)Nc1ccc([N+](=O)[O-])cc1 (stereo not given) | 1 | 9 | -2% | -9 | 0.1% | 4% | -1 | 13 | 0% | 2% | -8%
COC(=O)C1CN(S(=O)(=O)c2ccc(NC(C)=O)cc2)CCS1 (stereo not given) | 9 | -1 | 1% | 0 | -0.2% | -1% | 1 | -15 | 9% | 21% | 0%
CCOc1ccc(NC(=O)CCC(=O)c2ccc(Br)cc2)cc1 | 16 | 0 | 8% | 0 | -0.1% | -5%[11.5 µM] | 0 | 21 | 1% | -2% | -2%
COc1cc(CNC(=O)C2CCCC2)cc(OC)c1OC | -3 | -4 | -3% | 0 | -0.3% | . | 3 | 2 | . | -8% | 2%
Cc1ccc(C(=O)NC2CCCN(c3ccc(C(F)(F)F)cn3)C2)cn1 (stereo not given) | 10 | 6 | 5% | 14 | -0.9% | 0% | -1 | 5 | 6% | ? | 1%
CCOC(=O)/C(C#N)=C/c1ccc(OC)c(OC)c1 | -24 | 2 | 15% | -20 | -0.4% | ? | 5 | 1 | -5% | 4% | 3%
Nc1nc(Nc2ccccc2)nc2ccccc12 | -5 | 7 | 16% | 8 | -0.2% | -48% | -1 | ? | 6% | 8% | 1%
Cc1n[nH]c(C)c1SCC(=O)Nc1ccc(F)cc1 | 4 | -2 | 17% | 3 | -0.1% | 2% | 0 | 16 | -3% | 3% | 2%
COc1cc2cnc(CCO[C@H]3CCCCO3)cc2cc1OC | -9 | . | . | 6 | -0.2% | . | . | -12 | . | . | 6%
COc1ccc(N2CC(C(=O)NC3=NCCS3)CC2=O)cc1 (stereo not given) | 0 | 1 | 20% | 16 | 0.0% | 2% | 5 | 5 | 11% | 4% | 2%
COc1ccc2c(C=O)cn(C)c2c1 | 2 | 2 | 19% | -3 | -1.0% | 1% | -1 | -3 | -1% | 11% | 2%
O=C(CN1C(=O)COc2ccccc21)NNC(=O)Nc1ccccc1F | 14 | -2 | 8% | 13 | -0.8% | -2% | 2 | -21 | -1% | 16% | -1%
O=C(NNC1=NS(=O)(=O)c2ccccc21)c1cccc([N+](=O)[O-])c1 | 11 | 2 | -19% | 12 | -0.7% | 1% | 1 | -18 | 4% | -3% | 0%
COc1cc(CCCN2C(=O)C(=O)NC[C@@H]2c2ccccc2)cc(OC)c1OC | -5 | 1 | . | -2 | -0.3% | 13% | 0 | 13 | 7% | -1% | -5%
CCN(C(=O)Cn1c(=O)oc2ccccc21)c1cccc(C(F)(F)F)c1 | -1 | 4 | -2% | -21 | -0.4% | 1% | 0 | -19 | -1% | 1% | 3%
CCOc1ccc2nc3sc(C(=O)N4CCN(C)CC4)c(N)c3cc2c1 | -3 | 5 | 13% | -7 | -0.6% | 2% | -2 | 7 | -1% | 4% | -1%
CCOc1ccc(N(C(=O)CNC(=O)c2ccco2)C(C(=O)NC2CCCC2)c2cccnc2)cc1 (stereo not given) | 0 | -6 | 1% | 16 | 0.2% | . | 1 | 14 | -3% | 2% | 1%
Clc1ccc(Cc2ccccc2)nn1 | -1 | 0 | 2% | 1 | -0.1% | 1% | 2 | 7 | -2% | -1% | 1%
CCCCNC(=O)c1ccccc1NC(=O)CCC | 2 | 2 | 2% | -2 | -0.1% | 3% | 2 | -14 | 11% | -23% | 2%
N#CC1(NC(=O)COc2ccccc2[N+](=O)[O-])CCCCC1 | 1 | 8 | . | 2 | -0.2% | . | . | -15 | . | . | 0%
Cc1ccc(C(=O)NCc2ccc(Cl)cc2)cc1S(=O)(=O)N1CCCCC1 | -2 | 11 | . | -3 | -0.1% | . | . | 3 | . | . | 1%
C(=N\c1nccs1)/Nc1nccs1 | 7 | -1 | 3% | 3 | -0.8% | 6% | 2 | 1 | 1% | -5% | 3%
Cc1ccc(-c2nc(C3CCCN(S(=O)(=O)c4ccc(C(C)(C)C)cc4)C3)no2)cc1 (stereo not given) | 1 | 0 | 2% | 2 | -0.2% | 5% | 0 | 13 | 3% | 0% | 1%
CCOc1ccc(CCNC(=O)COC(=O)/C=C/c2cccc(OC)c2)cc1OCC | -28 | 7 | . | 4 | 0.3% | . | . | -3 | . | . | 4%

Some of the compounds tested; the hit share may differ from the screen's.
